Rab2 wt GTP – changes GTP binding to wildtype dog Rab2A, up or down; P61105; GST-Rab2 wt beads, Bodipy-GTP binding, flow cytometry; GTP binding activity, % at 10 µM; 0.19% of 190,000 active;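 active = GTP binding activity at least 20 points away from 100%, either lowered or raised; inconclusive = signal likely due to the compound's own green fluorescence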;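 also: 0% = beads with excess unlabeled GTP and 100% = no-compound control corrected for plate trend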
ABCB1 inh – human ABCB1 inhibition, ABCG2 as counter-screen | AID 1326 | P08183 | 0.067% of 190,000 active | CCRF-Adr cells, JC-1 efflux, flow cytometry | inhibition, % at 6.6 µM; in the data active = inhibition above about 40%;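 also: 0% = vehicle and 100% = reference inhibitor; higher value means more JC-1 retained so stronger ABCB1 efflux block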
Rac1 mut GTP – modulators of GTP binding to human Rac1 activated mutant. GST-Rac1 activated beads, fluorescent GTP binding, flow cytometry; actives lie on both sides; 100% means binding = to untreated wells. percent activity (GTP binding), % at 10 µM. 0.11% of 190,000 active. AID 764;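 active = GTP binding at least 20 percentage points away from the 100% baseline, in either direction, so actives lie on both sides; inconclusive = Compound likely fluorescent itself, or too few beads counted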
Pf gamet viab – inhibitors of late stage P. falciparum gametocyte viability; P. falciparum stage V gametocytes, ATP luminescence, 24 h; inhibition, % at 10.9 µM; 0.065% of 150,000 active;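 active = inhibition above the mean plus 3 SD of compounds within the control limits, set per campaign, cut at about 38% in these data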;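 also: 0% = DMSO wells and 100% = medium only without gametocytes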
Cdc42 wt GTP – changes GTP binding to wildtype human Cdc42; P60953; GST-Cdc42 beads, Bodipy-GTP binding, flow cytometry; actives lie on both sides; percent activity (GTP binding), % at 10 µM; 0.2% of 190,000 active;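 active = percent activity GTP binding at least 20 points away from the 100% baseline, either down as inhibitor or up as activator; inconclusive = compound flagged as likely green fluorescent from well-wide comparison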;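 also: median bead fluorescence of bound Bodipy-FL-GTP at 100 nM; 0% = excess unlabeled GTP control and 100% = no compound control; below 100% means less GTP binding so inhibitor and above means activator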
Target sequence (P60953 whole entry, looked up): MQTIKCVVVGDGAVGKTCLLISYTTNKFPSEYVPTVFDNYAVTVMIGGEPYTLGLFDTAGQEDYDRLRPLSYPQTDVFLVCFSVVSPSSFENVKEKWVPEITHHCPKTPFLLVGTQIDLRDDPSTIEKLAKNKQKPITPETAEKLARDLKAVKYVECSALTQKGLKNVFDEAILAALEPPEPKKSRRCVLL
GSH fluor – GSH bead compound fluorescence profile; GSH beads flow cytometry, compound fluorescence 488/530 nm; active compounds read high; fluorescence (KMESF) at 10 µM; 0.25% of 190,000 active; in the data active = fluorescence above about 89;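 also: glutathione beads carrying GST-tagged Bcl family fusion proteins plus one bare bead set; values are compound well signal with DMSO vehicle wells as background; inactives centre near 16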
ABCG2 inh – inhibitors of human ABCG2 transporter, ABCB1 counter-screen; IgMXP3 cells, JC-1 efflux, flow cytometry; inhibition, % at 6.6 µM; Q9UNQ0; 0.1% of 190,000 active;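 active = inhibition above 80%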;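 also: 0% = DMSO and 100% = nicardipine control wells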
Target sequence (Q9UNQ0 whole entry, looked up): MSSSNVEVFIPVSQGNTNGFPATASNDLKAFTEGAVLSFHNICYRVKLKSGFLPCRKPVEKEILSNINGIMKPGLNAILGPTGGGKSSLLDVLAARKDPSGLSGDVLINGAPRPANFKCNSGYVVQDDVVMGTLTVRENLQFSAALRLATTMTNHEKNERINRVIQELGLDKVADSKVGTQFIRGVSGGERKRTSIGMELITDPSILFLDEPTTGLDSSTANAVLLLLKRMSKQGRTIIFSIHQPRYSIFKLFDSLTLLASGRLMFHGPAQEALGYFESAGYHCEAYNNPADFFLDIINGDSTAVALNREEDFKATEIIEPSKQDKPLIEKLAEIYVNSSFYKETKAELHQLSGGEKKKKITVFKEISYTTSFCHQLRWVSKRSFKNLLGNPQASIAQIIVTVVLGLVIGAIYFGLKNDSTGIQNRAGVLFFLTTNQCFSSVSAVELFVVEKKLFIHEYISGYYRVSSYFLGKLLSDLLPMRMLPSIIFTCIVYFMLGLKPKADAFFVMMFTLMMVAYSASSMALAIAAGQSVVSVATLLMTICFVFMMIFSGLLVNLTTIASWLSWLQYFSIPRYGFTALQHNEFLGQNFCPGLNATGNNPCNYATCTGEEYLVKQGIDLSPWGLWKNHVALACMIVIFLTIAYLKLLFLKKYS
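Assay system – ABCG2 IgMXP3 and barcoded ABCB1 CCRF-Adr cell mix · Input – 3 million cells/mL in well · Reagent – JC-1 fluorescent substrate · Compound – single test compound dose, 6.6 µM final · Timing – 10 min exposure at 25 °C with rotation, no wash · Detection – flow cytometry of retained JC-1 fluorescence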
Rac1 wt GTP bind – human Rac1 wildtype GTP binding, inhibitors and activators; P63000; GST-Rac1 beads, fluorescent GTP binding, flow cytometry; actives lie on both sides; 0 = cold GTP competed, 100 = untreated; GTP binding activity (% of control), % at 10 µM; 0.27% of 190,000 active; AID 757;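 active = GTP binding activity at least 20 points away from the 100% control level, either lower or higher; inconclusive = compound flagged as likely green fluorescent, judged across all proteins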
Rab7 wt GTP bind – alters GTP binding to wildtype dog Rab7. GST-Rab7 beads, fluorescent GTP binding, flow cytometry; actives lie on both sides; untreated = 100%, excess cold GTP = 0%. GTP binding activity (percent of control), % at 10 µM. 0.055% of 190,000 active. AID 758;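 active = fluorescent GTP binding to Rab7 beads changed by at least 20 points from the 100% baseline, either direction, mostly lower; inconclusive = compound itself probably fluorescent, or too few beads counted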;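 also: median green fluorescence of bound Bodipy-FL-GTP per Rab7 bead population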
Avidin bead fluor – compound fluoresces at 488/530 nm on avidin beads; AID 1775; 0.38% of 220,000 active; compound fluorescence 488/530 nm, flow cytometry; active compounds read high; fluorescence (KMESF) at 10 µM; in the data active = fluorescence above about 47; also: inactives centre near 10
HRas wt GTP – modulators of GTP binding to human HRas wildtype | P01112 | GST-Ras wt beads, Bodipy-FL-GTP binding, flow cytometry; actives lie on both sides | GTP binding activity, % at 10 µM | 0.14% of 190,000 active | AID 759;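 active = GTP binding activity at least 20% away from the 100% baseline, either lowered as inhibitor or raised as activator; inconclusive = flagged as likely green fluorescent, judged across all proteins in the well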;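 also: 0% = unlabeled GTP competition control and 100% = no-compound control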
Target sequence (P01112 whole entry, looked up): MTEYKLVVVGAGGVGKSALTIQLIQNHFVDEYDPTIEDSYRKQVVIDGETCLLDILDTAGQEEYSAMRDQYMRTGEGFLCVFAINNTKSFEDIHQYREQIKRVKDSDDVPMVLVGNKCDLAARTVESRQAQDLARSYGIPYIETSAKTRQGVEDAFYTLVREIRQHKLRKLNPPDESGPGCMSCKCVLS
* marks the source's active call; other numbers are inactive results; ? = inconclusive; . = no result given.

SMILES	Rab2 wt GTP	ABCB1 inh	Rac1 mut GTP	Pf gamet viab	Cdc42 wt GTP	GSH fluor	ABCG2 inh	Rac1 wt GTP bind	Rab7 wt GTP bind	Avidin bead fluor	HRas wt GTP
Cn1c(=O)c2c(nc(Br)n2CCSc2ncccn2)n(C)c1=O	101	0.5	101	.	104	27	46	105	101	14	103
CC12CC(NC(=O)N1Cc1ccccc1)c1ccccc1O2 (stereo not given)	98	0.7	100	-2	96	11	2	103	103	9	98
C=CCNCCCCOc1ccccc1-c1ccccc1	?	1.6	?	.	?	4	12	?	?	14	?
c1ccc2c(c1)nc(N1CCOCC1)c1c3ccccc3[nH]c21	104	-5.7	103	.	103	12	0	106	99	13	104
C[C@@H]1NC(=O)c2cc([N+](=O)[O-])cc(I)c2OCC[C@@H](C(=O)NC(CC(=O)O)C(N)=O)NC(=O)[C@H](CCC(=O)O)NC1=O (stereo not given in full)	97	0.2	95	.	96	18	2	101	90	10	96
CCn1c(=O)c(C(=O)Nc2ccccc2C)c(O)c2ccccc21	99	2.2	96	-18	98	20	16	103	102	8	99
O=c1cc(CN2CCN(c3ccccc3)CC2)c2cc(O)c(-c3ccccc3)cc2o1	100	0.3	98	-12	100	13	1	102	99	36	99
COC(=O)c1ccc(COc2ccccc2/C=C(\C#N)C(=O)Nc2ccc(C)cc2)cc1	102	0.8	100	5	102	11	11	104	101	10	101
Cc1c(CN2CCC(C)CC2)c(=O)n(-c2ccccc2)n1C	103	0.5	98	5	103	68	1	98	100	9	102
CCOC(=O)c1c(NC(=O)Nc2ccccc2)sc(C)c1C	103	0.4	100	-11	102	24	3	101	102	11	104
O=C1C=C(Nc2ccccc2)C(=O)c2ccccc21	96	0.6	95	.	97	13	5	97	96	13	95
Cc1ccc2c(c1)c(N=Nc1cccc(C(=O)O)c1)c(O)n2C	91	0.1	92	12	91	11	4	94	92	6	93
O=C(Nc1nccs1)C1CCN(S(=O)(=O)c2cccs2)CC1	101	-0.1	98	0	97	73	0	97	105	12	99
CCN(CC)CCNc1nc2c(c(=O)[nH]c(=O)n2C)n1CC(O)COc1ccc(Cl)cc1Cl (stereo not given)	101	0.3	103	.	101	5	3	109	100	7	103
O=[N+]([O-])c1cc(S(=O)(=O)N2CCCC2)ccc1SCCO	95	1.1	95	18	94	15	3	98	99	29	95
COc1ccc(C(=O)N/N=C/c2ccc3cccc(O)c3n2)cc1	95	0.7	96	-5	96	12	2	96	100	5	95
COc1ccc(Nc2nc(CC(C)=O)ns2)cc1OC	102	0.6	100	.	103	42	5	106	98	6	102
Cc1ccc(CCc2nnc(SCC(=O)Nc3cccc(Cl)c3)n2-c2ccccc2)o1	100	1.6	99	4	102	9	26	106	96	8	100
CC(=O)NC1CC2CCC(C1)N2Cc1ccc(C)cc1 (stereo not given)	103	0.9	99	.	102	7	3	103	103	12	102
COc1ccc(OC)c(NC(=S)NCC(c2cccnc2)N2CCOCC2)c1 (stereo not given)	97	0.1	95	-5	96	11	1	94	94	.	95
O=C(NC(=S)NNC(=O)c1ccc(Cl)cc1Cl)c1cccnc1	94	0.5	95	15	100	3	15	100	100	14	99
Cc1nc(C)c(-c2csc(Nc3cccnc3)n2)s1	?	0.6	?	.	?	28	1	?	?	9	?
CC1=NN(C(=O)c2c(Br)c(C)nn2C)C(O)(C(F)(F)F)C1 (stereo not given)	100	-0.2	101	1	103	11	-1	106	97	12	100
O=C(CN1CCCCCC1)NCC1CCCO1 (stereo not given)	99	0.4	94	.	98	13	0	96	99	12	97
CCOC(=O)N1CCC(N2Cc3cccc(C(=O)NCC4CCN(CC(C)C)C4)c3C2=O)CC1 (stereo not given)	97	0.1	98	.	99	19	5	103	100	8	100
C/C(=N\Nc1nccnc1Cl)c1ccc([N+](=O)[O-])cc1	100	-1.7	99	.	100	31	41	102	101	18	99
CC(=O)NCCn1c(SCc2cc(F)ccc2F)nc2ccccc2c1=O	95	1.1	95	-4	99	16	3	95	95	31	97
CCCOC(=O)Nc1ccccc1C(N)=O	96	-0.1	98	.	99	13	0	100	92	15	97
COc1ccccc1C(=O)N1CCN(C(=O)COc2cccc(C)c2)CC1	100	0.2	99	.	100	9	0	100	97	35	99
CC1(C)OC(c2ccccc2)=C/C(=C/C=C2C(=O)c3ccccc3C2=O)O1	101	2.8	94	3	99	26	7	95	104	10	97
COc1ccc(/C=N/NC(=S)Nc2cccc(C(=O)O)c2)cc1OC	95	0.0	98	8	98	17	0	96	94	15	98
O=C(Nc1ccccc1Cl)c1ccc2c(c1)N(Cc1ccc(F)cc1)C(=O)CS2=O (stereo not given)	101	0.9	100	.	98	13	8	100	105	6	101
CCNC(=O)NC(=O)COC(=O)c1ccccc1SCC(=O)NC(=O)NCC	96	0.5	96	.	91	15	5	86	100	12	93
N=c1c(C(=O)NC2CCCC2)cc2c(=O)n3ccccc3nc2n1C1CCCC1	111	0.1	102	-15	109	23	1	108	105	19	110
CC(C)N(C(=O)CC1ON(C)C(=O)N1c1ccc(Cl)cc1)C(C)C (stereo not given)	99	0.5	97	2	98	14	2	102	97	11	98
Cc1nnc(C)n1/N=C/C=C/c1ccccc1	102	-0.7	98	.	101	12	8	105	104	4	101
CCNC(=S)N1CCN(CCN=CC2=C(O)CC(c3ccco3)CC2=O)CC1 (stereo not given)	99	0.3	96	-22	105	10	1	101	100	23	103
CCCS(=O)(=O)C(=C1NCCO1)S(=O)(=O)CCC	98	0.5	99	.	102	6	2	101	96	7	99
COc1cc2c(C#N)c(N3CCOCC3)nc(N)c2c(N)n1	100	2.1	99	.	100	35	5	99	98	8	101
CC(C)(C)NC(=O)NC(=O)CN1CCC(Cc2ccccc2)CC1	94	0.1	95	6	96	11	0	96	99	20	93
O=C(c1cc(-c2ccccc2)nc2ccccc12)N1CCCc2ccccc21	97	3.8	97	-9	93	15	19	97	97	12	96
COC(=O)c1c(C)oc2c1cc(NS(=O)(=O)c1cccs1)c1ccccc12	97	0.1	95	.	98	13	1	98	100	7	98
COc1ccc(C2(C(=O)O)CCCC2)cc1	101	0.3	98	.	101	21	1	102	98	13	100
CC1CN(C(=O)c2ccccc2)OC(c2ccc3c(c2)OCO3)O1 (stereo not given)	94	0.1	94	.	99	37	1	95	96	10	96
CCCCNC(=S)NNC(=O)c1ccc2c(c1)OCO2	97	0.3	98	20	100	15	1	102	99	22	97
O=C(CSc1ccccn1)NC1CCCC1	97	0.0	97	.	94	12	1	95	92	9	96
Cc1cc(=O)[nH]c(N2CCc3ccccc3C2)n1	101	0.7	100	.	103	29	3	100	101	8	102
Cc1ccnc(NS(=O)(=O)c2ccc(NC(=O)CN3C(=O)CCC3=O)cc2)n1	98	-0.3	97	4	97	12	-2	98	96	10	97
Clc1cccc(N2CCN(Cc3nnc(-c4ccccc4)o3)CC2)c1	97	0.6	93	.	93	15	0	93	100	8	97
CCOC(=O)C1(C)NC(c2ccco2)C2C(=O)N(c3ccccc3)C(=O)C21 (stereo not given)	98	0.5	95	-23	94	8	0	98	106	25	98

Next compounds
SMILES	Rab2 wt GTP	ABCB1 inh	Rac1 mut GTP	Pf gamet viab	Cdc42 wt GTP	GSH fluor	ABCG2 inh	Rac1 wt GTP bind	Rab7 wt GTP bind	Avidin bead fluor	HRas wt GTP
Cc1ccc(-c2nnc(CSc3nncn3N)o2)cc1	103	0.5	102	.	97	24	2	101	94	30	100
COC(=O)c1scc(C)c1NC(=O)C(Cl)c1ccccc1 (stereo not given)	99	2.2	94	-8	96	9	7	101	104	12	100
COc1ccc(OC)c(Cc2nnc(CCC(=O)NCc3ccsc3)o2)c1	97	0.2	97	-7	95	15	2	103	103	13	98
CN(CC(=O)Nc1ccc(N2CCOCC2)cc1)Cc1cc(=O)n2ccsc2n1	96	0.3	95	.	93	9	1	93	100	22	94
Cc1cccc(N2CCN(C(=O)c3ccc(CNc4c(N5CCC(C)CC5)c(=O)c4=O)cc3)CC2)c1C	95	-0.5	93	.	94	27	0	97	99	10	97
CCOc1ccccc1N/C=C/C(=O)C(C)(C)C	101	0.1	99	-3	103	28	0	100	102	11	102
COc1ccc2nc(NC(=O)c3ccc(NS(=O)(=O)c4cccs4)cc3)sc2c1	?	-1.1	?	-4	?	8	-13	?	?	4	?
CC1CCc2nn(CC(=O)NCc3ccc(F)cc3)cc2C1 (stereo not given)	98	0.6	98	.	98	14	3	101	95	24	98
COc1ccccc1NC(=O)CSc1ncn(-c2ccccc2)n1	96	1.0	95	-24	97	31	3	95	96	6	98
COc1ccc(-c2noc(CCC(=O)NC3CCCCC3)n2)cc1OC	97	0.4	97	.	94	9	4	94	96	20	97
COc1ccc(/C=C/C(=O)c2ccc3ccccc3c2O)cc1CN1CCOCC1	100	9.5	101	10	107	12	9	110	99	33	100
O=C1COc2ccc(C(=O)c3ccccc3C(=O)O)cc2N1	98	0.5	102	.	103	10	4	104	93	6	100
CCOC(=O)C1CCN(C(=O)CSC2=NCCS2)CC1	97	-2.6	95	-33	99	22	-2	97	93	16	99
Cc1cccc(-n2nc3c(c2NC(=O)c2ccco2)CS(=O)(=O)C3)c1C	100	0.3	95	-7	99	16	1	104	104	10	104
COc1ccc(OCC(=O)c2c(O)c3ccccc3oc2=O)cc1	93	0.3	89	.	96	34	3	93	96	13	96
O=C(O)CC(NC(=O)C(c1ccccc1)c1ccccc1)c1ccc(F)cc1 (stereo not given)	95	-0.2	95	-17	98	10	1	101	95	11	94
O=C(Nc1ccc(Cl)c(Cl)c1)C1=Cc2ccccc2OC1	99	0.5	96	.	99	9	4	94	94	15	99
CC(=O)c1ccc(NC(=O)Nc2ccc(Cl)cc2)cc1	97	-0.2	97	-2	100	7	0	101	98	7	98
CCOC(=O)c1cnn(-c2ccc(C)cc2)c1N	102	0.8	100	.	106	255*	5	109	100	8	105
COc1ccc(-c2cc(C(=O)Nc3cc(OC)c(OC)c(OC)c3)no2)cc1OC	97	1.3	97	.	97	65	4	104	93	6	96
CCCn1c(N)c(C(=O)CSc2nnc(C)n2Cc2ccccc2)c(=O)n(C)c1=O	97	-0.2	96	.	100	51	0	102	98	10	100

Shown as a hit in GSH fluor, among the entries above:
SMILES,Rab2 wt GTP,Rac1 mut GTP,Cdc42 wt GTP,GSH fluor,Rac1 wt GTP bind,Rab7 wt GTP bind,Avidin bead fluor,HRas wt GTP
CCOC(=O)c1cnn(-c2ccc(C)cc2)c1N,102,100,106,255*,109,100,8,105

High-throughput results (PubChem)

Rows are unselected; 1.1% or so of the library scored in one or more.
